Source: PubChem
SIRT5 inh: inhibitors of human sirtuin-5 desuccinylase; Q9NXA8; Purified SirT5, succinyl-peptide AMC, trypsin-coupled fluorescence; inhibition, % at 15 µM; 330,000 compounds, 1.1% hits; AID 652115; in the data active = inhibition above about 15%; inconclusive = no clear call, values can overlap the other calls
Target sequence (Q9NXA8 whole entry, looked up): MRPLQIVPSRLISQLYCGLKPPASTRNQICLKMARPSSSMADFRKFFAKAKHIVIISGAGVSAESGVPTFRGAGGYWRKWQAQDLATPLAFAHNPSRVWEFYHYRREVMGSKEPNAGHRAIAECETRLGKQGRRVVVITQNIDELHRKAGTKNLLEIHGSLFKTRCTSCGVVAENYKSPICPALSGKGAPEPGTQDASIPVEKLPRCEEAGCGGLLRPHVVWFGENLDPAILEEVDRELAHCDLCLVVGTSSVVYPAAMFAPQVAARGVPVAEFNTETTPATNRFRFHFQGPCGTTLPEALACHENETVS
PglD DTNB: blocks C. jejuni PglD acetyltransferase activity; AID 602405; inhibition, % at 12.5 µM; purified PglD enzyme, DTNB colorimetric CoA detection; 360,000 compounds, 0.098% hits; in the data active = inhibition above about 16%, passing the limit was not always enough; inconclusive = no clear call, values can overlap the other calls; note: strong numbers were not always called active
E-sel inducer: E-selectin induction on HUVECs; P16581; HUVEC E-selectin immunofluorescence imaging; normalized: neutral wells 0, TNF-alpha wells 100; activation, % at 7.58 µM; 260,000 compounds, 0.37% hits;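 active = mean E-selectin-positive cell signal at least 10% of the positive control, reached in at least 60% of replicates, without over 20% cell loss; inconclusive = no rule given, readout overlaps actives, possibly toxicity-flagged; inactive = the rest, including those meeting only one limit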;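 note: in these data hits start at about 27%; measured in HUVEC primary endothelial cells; signal is the percent of cells scored E-selectin positive by PE staining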
Target sequence (P16581 whole entry, looked up): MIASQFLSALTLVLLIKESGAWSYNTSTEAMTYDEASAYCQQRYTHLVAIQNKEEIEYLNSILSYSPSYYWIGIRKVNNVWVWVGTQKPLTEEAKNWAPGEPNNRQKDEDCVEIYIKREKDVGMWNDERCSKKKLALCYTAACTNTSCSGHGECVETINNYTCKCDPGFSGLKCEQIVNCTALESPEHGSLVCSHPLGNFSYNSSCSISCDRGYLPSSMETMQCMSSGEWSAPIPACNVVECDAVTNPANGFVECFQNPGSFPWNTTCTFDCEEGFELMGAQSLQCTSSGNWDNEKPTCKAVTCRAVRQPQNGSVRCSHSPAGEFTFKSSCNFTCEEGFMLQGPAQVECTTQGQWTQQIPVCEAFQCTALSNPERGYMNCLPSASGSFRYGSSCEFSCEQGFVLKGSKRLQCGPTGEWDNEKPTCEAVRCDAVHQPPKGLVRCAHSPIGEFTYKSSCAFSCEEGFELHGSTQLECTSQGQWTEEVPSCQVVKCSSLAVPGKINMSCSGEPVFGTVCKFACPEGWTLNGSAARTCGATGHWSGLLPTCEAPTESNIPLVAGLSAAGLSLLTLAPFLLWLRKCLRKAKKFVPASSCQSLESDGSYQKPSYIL
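assay system = HUVEC, human umbilical vein endothelial cells | input = 3,000 HUVEC seeded per well | medium = EGM-2 growth medium on 0.1% gelatin-coated wells | dosing = one compound dose added by pin transfer | signal = immunofluorescence imaging | read-out basis = % PE-positive cells | control set = TNF-alpha, DMSO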
DENV2 CPE: DENV2-induced cell death inhibition; DENV2-infected cells, cytopathic effect rescue, plate reader; CPE inhibition, % at 9.99 µM; 350,000 compounds, 1.7% hits; AID 651640; in the data active = CPE inhibition above about 20%, passing the limit was not always enough; inconclusive = no clear call, values can overlap the other calls; tested in BHK-21 cells;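 note: 0% = median of neutral control wells and 100% = median of positive control wells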
Statin myotox sup: suppression of simvastatin myotoxicity. AID 602340. C2C12 myotubes + simvastatin, ATP luminescence, 48 h; scaled: DMSO 0, geranylgeraniol control 100. rescue of ATP level, % at 7.49 µM. 330,000 compounds, 0.78% hits;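 active = mean ATP rescue above about 67%, or every replicate alone reaching that limit, limit read from the data, passing the limit was not always enough; inconclusive = no clear call, values can overlap the other calls; inactive = mean under the limit and some replicate under it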;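 note: myotubes were challenged with 10 µM simvastatin during compound exposure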
ERp5 inh: inhibitors of human ERp5; inhibition, % at 9.99 µM; AID 651711; ERp5 insulin aggregation, absorbance 650 nm, 90 min; 350,000 compounds, 0.05% hits; Q15084;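 active = mean replicate inhibition above about 25%, with every replicate also reaching it, limit read from the data, passing the limit was not always enough; inconclusive = only one of those two criteria met; inactive = neither criterion met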
S100A4 inh HTS: inhibitors of human S100A4 binding to myosin IIA peptide. 360,000 compounds, 0.14% hits. S100A4/TAMRA-MyoIIA peptide fluorescence polarization. inhibition, % at 10.7 µM. P26447. AID 652163;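 active = mean inhibition of at least 70% across replicates, with every replicate also reaching that level; inconclusive = mean inhibition reaches 70% but some replicates fall short; inactive = mean inhibition below 70%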
Target sequence (P26447 whole entry, looked up): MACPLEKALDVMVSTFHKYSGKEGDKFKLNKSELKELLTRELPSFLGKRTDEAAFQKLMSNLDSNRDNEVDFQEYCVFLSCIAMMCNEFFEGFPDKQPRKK
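Test system: S100A4 monomer protein. Medium: HEPES buffer with Ca2+, pH 7.2. Reagent: fluorescent myosin IIA peptide, 5 nM. Compound dosing: single-point compound testing. Timing: 5 min between mix addition and reading. Benchmarks: DMSO neutral and TFP positive wells.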
* hit, by the source's call; ? = inconclusive; / = no result given. These rows are one share of the data; the hit share may differ from the screen's.

SMILES | SIRT5 inh | PglD DTNB | E-sel inducer | DENV2 CPE | Statin myotox sup | ERp5 inh | S100A4 inh HTS
COc1cccc(-n2c(SCC(=O)NCc3ccco3)nnc2-c2c[nH]c3ccccc23)c1 | 0 | 5 | / | 2 | 17 | -2 | 5
Cc1cc(C)c(C2C(C#N)=C(N)Oc3n[nH]c(C)c32)cc1CN1CCCC1 (stereo not given) | -2 | 2 | / | -2 | 2 | -3 | 5
CC(=O)c1cccc(NC(=O)CCCSc2ccccc2)c1 | 16* | -3 | 0.4 | 6 | 1 | 5 | -1
CC(C)NS(=O)(=O)c1ccc(NC(=O)C(C)OC(=O)CCC2CCCCC2)cc1 (stereo not given) | -4 | -2 | 2.6 | -14 | 3 | -5 | -5
COc1ccc(CN(C)C[C@H]2OCCCC[C@@H](C)Oc3ccc(NC(=O)C4CCCCC4)cc3C(=O)N([C@@H](C)CO)C[C@H]2C)cc1 | 8 | -1 | 0.1 | 6 | / | 2 | -3
Cc1ccc(S(=O)(=O)N(C)C[C@H]2Oc3c(NC(=O)Nc4ccccc4)cccc3C(=O)N([C@H](C)CO)C[C@@H]2C)cc1 | 4 | -6 | 0.5 | 3 | -37 | 2 | -9
O=C(NNC(=O)c1cccs1)c1ccc2ccccc2c1 | 7 | / | 4.0 | -4 | / | -2 | 6
COc1cc(CN2CCC(Oc3cc(C(=O)NC4CC4)ccc3OC)CC2)cc(OC)c1 | 0 | -3 | / | -4 | 3 | -6 | 6
CCC(=O)N(C)C[C@H]1Oc2ncc(C#C[C@@H](C)O)cc2C(=O)N([C@@H](C)CO)C[C@H]1C | -2 | -5 | -0.3 | 9 | 0 | -5 | 0
O=C(NCC1CCOCC1)C1Cc2c(-c3ccccc3Oc3ccccc3)ccnc2O1 (stereo not given) | -2 | 3 | 0.4 | 12 | 14 | 11 | -10
COc1ccc(C(=O)NCC[N+](C)(C)C)cc1 | 3 | / | 2.6 | 1 | / | -4 | 0
COc1ccccc1N1CCN(CC(O)c2ccc3cc[nH]c3c2)CC1 (stereo not given) | 10 | -2 | 0.2 | -1 | 4 | -7 | 9
CN1CCC(=NNC(=O)CN(c2cccc(Cl)c2)S(C)(=O)=O)CC1 | -1 | / | 0.1 | -1 | / | -2 | 10
C[C@@H]1CCCCO[C@@H](CN(C)C(=O)C2CCCCC2)[C@@H](C)CN([C@@H](C)CO)C(=O)c2cc(NC(=O)Nc3ccc(C(F)(F)F)cc3)ccc2O1 | -1 | -5 | -0.1 | -4 | / | -1 | -1
COCC(=O)N1[C@H](CO)[C@H](c2ccc(C#Cc3ccccc3F)cc2)[C@@H]1C#N | -1 | 0 | 0.1 | 1 | -6 | 10 | -1
O=C(NCCO)/C(=C/c1ccc2c(c1)OCO2)NC(=O)c1ccc(Br)cc1 | -22 | / | / | -8 | / | 5 | 2
O=C(C[C@H]1C[C@@H]2c3cc(NC(=O)C4CCOCC4)ccc3O[C@@H]2[C@H](CO)O1)NCc1ccc(Cl)cc1 | -3 | -2 | -0.7 | 0 | 13 | -4 | -3
NS(=O)(=O)c1ccc(N=Nc2c(O)ccc3ccccc23)cc1 | 4 | / | -0.1 | -4 | / | 1 | 1
C[C@@H]1CN([C@@H](C)CO)C(=O)c2cc(C#Cc3ccccn3)cnc2O[C@H]1CN(C)CC1CCOCC1 | -3 | 8 | 0.0 | -5 | 33 | -2 | 45
O=C(CN1CCCC1)Nc1ccccc1Sc1ccccc1 | -2 | 1 | 0.0 | 4 | -2 | -4 | -1
Cc1ccc(C2CC(c3cccc(Cl)c3)n3nc(N)nc3N2)cc1 (stereo not given) | 1 | 3 | 0.3 | 6 | -4 | -5 | -2
O=C(Nc1ccc(F)cc1Cl)C1=COCCO1 | -1 | / | 0.6 | -1 | -11 | -5 | -13
COc1ccc(CCNC(=O)CS(=O)Cc2nc(-c3cccs3)oc2C)cc1OC (stereo not given) | 2 | -2 | / | / | 1 | 3 | 10
CC(C)NC(=O)Nc1ccc2c(c1)CC(=O)N([C@H](C)CO)C[C@@H](C)[C@H](CN(C)Cc1ccccc1)O2 | / | -2 | 0.0 | -1 | -5 | 3 | -13
COc1ccc(S(=O)(=O)N2CCC(NC(=O)C3CCCCC3)CC2)cc1 | -1 | -7 | -0.1 | 6 | -8 | 0 | 0
C=C(CCO)C1=CCN(S(=O)(=O)C(C)(C)C)[C@@H]1CCO | -5 | 3 | -0.1 | -10 | 2 | -6 | 2
CC(C)n1nc(C(=O)NCc2ccc3c(c2)OCO3)c2ccccc2c1=O | 11 | / | 0.2 | 0 | / | -2 | -23
Cc1cc(C)c(NC(=O)CSCc2c(C)noc2C)c(Cl)c1 | -3 | / | / | -3 | / | -1 | -8
CC(C)(C)[C@H]1COC(=O)[C@@H](NC(=O)OCC2c3ccccc3-c3ccccc32)C/C=C\C[C@@H](CC(=O)N[C@@H](CO)Cc2ccccc2)C(=O)N1 | -2 | -2 | -0.2 | -10 | -83 | 11 | -4
C[C@H]1CCCCO[C@H](CN(C)Cc2ccc(C(F)(F)F)cc2)[C@@H](C)CN([C@@H](C)CO)C(=O)c2cc(NC(=O)Nc3cccc4ccccc34)ccc2O1 | / | 4 | 0.3 | -18 | / | / | /
C[C@@H]1CN([C@@H](C)CO)C(=O)Cc2cc(NS(=O)(=O)c3ccc(Cl)cc3)ccc2O[C@@H]1CN(C)Cc1ccncc1 | -3 | 0 | -13 | 11 | 5 | -1 | 3
CN(CCC#N)S(=O)(=O)c1ccc2[nH]cc(C(=O)NCCc3ccccc3)c(=O)c2c1 | / | / | / | 17 | / | 6 | 7
CC(=O)c1cccc(NS(=O)(=O)c2cc3c(cc2C)NC(=O)CO3)c1 | 0 | -5 | / | 2 | 8 | 4 | -4
O=C(NCCN1CCOCC1)c1ccc2c(c1)N(Cc1ccccc1F)C(=O)c1ccccc1S2 | -8 | 3 | 3.4 | -5 | 8 | 1 | -5
Nc1cccnc1Sc1ccc([N+](=O)[O-])cn1 | 0 | 1 | / | 1 | / | 6 | 4
CCOC(=O)C(C(=O)OCC)C(Nc1ccccc1)c1ccccc1 (stereo not given) | -8 | -1 | 2.7 | -3 | 17 | -1 | -2
Cc1cc(C)nc(SC(C)CNS(=O)(=O)c2ccccc2)n1 (stereo not given) | 0 | / | -4.8 | / | / | 3 | -6
CC1(c2nnc(-c3ccc(F)cc3)o2)CC(c2ccc(Cl)cc2)=NO1 (stereo not given) | / | -5 | -0.1 | / | 4 | / | /
O=C(Cc1ccc([N+](=O)[O-])cc1)Nc1cccnc1 | -8 | -1 | 0.3 | -5 | / | 3 | -2
CS(=O)(=O)c1ccc(N)cc1 | / | 4 | / | -2 | 10 | 1 | 4
Cc1ccc(C)c(OCCC(=O)OCC(=O)NCc2ccc(F)cc2)c1 | 3 | -1 | 0.4 | -1 | 1 | -1 | 6
COC(=O)c1sccc1NC(=O)Nc1ccc(OC)cc1OC | -3 | 0 | 0.8 | 4 | / | 5 | 2
CCN(C(=O)COC(=O)/C=C/c1nc2ccccc2s1)C1CCS(=O)(=O)C1 (stereo not given) | -3 | -291 | 0.0 | 4 | 0 | 5 | -6
Cc1ccc(S(=O)(=O)N2CCN(C)CC2)cc1C | / | -5 | / | 0 | 16 | 4 | 2
O=C(Cn1c(CO)nc2ccccc21)Nc1ccccc1Cl | 0 | / | / | 6 | / | 0 | 0
CCCN1CCN(S(=O)(=O)c2cn(C)nc2C)CC1 | -5 | -1 | 0.5 | -4 | -7 | -12 | 20
CCOC(=O)[C@@H]1[C@H]2COc3cc(OC)ccc3[C@@H]2N2C(=O)N(c3ccc(Cl)cc3)C(=O)[C@]12C | / | -3 | -0.1 | ? | 4 | 2 | 7
C[C@@H]1CCCCO[C@@H](CN(C)C(=O)NC2CCCCC2)[C@H](C)CN([C@@H](C)CO)C(=O)c2cc(NC(=O)CCC(F)(F)F)ccc2O1 | 0 | -2 | -0.3 | -5 | -8 | 13 | 13
NC1=NC[C@@H](Cc2ccc(O)cc2)N1CCc1cccc2ccccc12 | -2 | 7 | -0.2 | 18 | -31 | 2 | -7
N#CCCN(C(=O)CSc1ncccn1)c1ccc2c(c1)OCCO2 | -2 | 0 | 0.2 | 7 | 7 | -2 | 11
O=C(c1cc2nc(-c3ccccc3)cc(-c3ccccc3)n2n1)N1CCCC1 | 2 | / | / | 1 | / | 5 | -4
O=S1(=O)CC(N2CCN(CC3CC3)CC2)CN1C1CCCCC1 (stereo not given) | -2 | 7 | 0.1 | -4 | 11 | 1 | 1
CCC(=O)N1C[C@H](C)[C@H](OC)CN(C)C(=O)c2cc(NC(=O)c3ccccc3)ccc2OC[C@H]1C | 0 | -4 | -0.1 | -1 | -7 | -2 | 3
CC(C)(C)c1cc2nc(N)nc(N)n2n1 | -6 | 0 | 0.0 | 1 | -1 | 3 | 3
CS(=O)(=O)N(CC(=O)NCc1ccccc1)c1ccc(Cl)cc1 | 1 | -5 | -0.2 | -5 | -1 | 8 | -1
FC(F)(F)c1ccc(NCc2ccccn2)nc1 | -4 | -3 | / | 1 | -4 | -1 | -4
CN(C)c1ccc(C(CNC(=O)c2ccco2)N2CCCC2)cc1 (stereo not given) | -1 | -3 | / | 0 | 15 | 4 | -5
COc1ccc(N2CCC(CNC(=S)Nc3cc(C)cc(C)c3)C2)cc1 (stereo not given) | -6 | -5 | / | -7 | 17 | 5 | 2
COc1ccc(NC(=O)Cc2nnc(SCC(=O)NC3CCCC3)n2C)cc1 | 0 | -3 | 0.4 | 17 | 38 | -1 | -16
Cc1cc(C)cc(OCC(=O)N/N=C\c2cn(C)nc2C)c1 | 1 | 1 | / | 9 | / | 0 | 0

Taken from the entries so far (nine entries):
SMILES | SIRT5 inh | PglD DTNB | E-sel inducer | DENV2 CPE | Statin myotox sup | ERp5 inh | S100A4 inh HTS
O=S1(=O)CC(N2CCN(CC3CC3)CC2)CN1C1CCCCC1 (stereo not given) | -2 | 7 | 0.1 | -4 | 11 | 1 | 1
CCC(=O)N1C[C@H](C)[C@H](OC)CN(C)C(=O)c2cc(NC(=O)c3ccccc3)ccc2OC[C@H]1C | 0 | -4 | -0.1 | -1 | -7 | -2 | 3
CC(C)(C)c1cc2nc(N)nc(N)n2n1 | -6 | 0 | 0.0 | 1 | -1 | 3 | 3
CS(=O)(=O)N(CC(=O)NCc1ccccc1)c1ccc(Cl)cc1 | 1 | -5 | -0.2 | -5 | -1 | 8 | -1
FC(F)(F)c1ccc(NCc2ccccn2)nc1 | -4 | -3 | / | 1 | -4 | -1 | -4
CN(C)c1ccc(C(CNC(=O)c2ccco2)N2CCCC2)cc1 (stereo not given) | -1 | -3 | / | 0 | 15 | 4 | -5
COc1ccc(N2CCC(CNC(=S)Nc3cc(C)cc(C)c3)C2)cc1 (stereo not given) | -6 | -5 | / | -7 | 17 | 5 | 2
COc1ccc(NC(=O)Cc2nnc(SCC(=O)NC3CCCC3)n2C)cc1 | 0 | -3 | 0.4 | 17 | 38 | -1 | -16
Cc1cc(C)cc(OCC(=O)N/N=C\c2cn(C)nc2C)c1 | 1 | 1 | / | 9 | / | 0 | 0
